# Bioassay records: PubChem, several laboratories
# Arrestin-AP2 inh: human beta-arrestin and AP2 interaction inhibition; FITC-arrestin peptide / GST-AP2 beads, flow cytometry; AP2 beta2 appendage carries R879A mutation; inhibition, % at 10 µM; 340,000 compounds, 0.31% hits; AID 504490;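 active = inhibition above a set limit, near 3 SD of compounds lacking own fluorescence, cut at about 54% in these data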;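 also: plate controls were DMSO wells for no effect and 5 µM unlabelled arrestin peptide for full effect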
#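 System: GST-AP2 R879A bound to glutathione beads, E. coli-expressed. Also added: 50 nM FITC-arrestin peptide. Schedule: compound with beads 12 min RT, then probe 1 h RT. Signal: bead flow cytometry, FITC channel. Read-out basis: percent response.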
# E coli growth: bacterial growth inhibition, counter-screen for AddAB inhibitors; E. coli V3065 growth, OD600 absorbance, 18 h; inhibition, % at 11.9 µM; 330,000 compounds, 0.27% hits;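 active = inhibition above the campaign's mean inhibition across all tested compounds plus 3 SD, cut at about 9.9% in these data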;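 also: uninfected addAB+ strain grown without phage in ampicillin broth; 0% = DMSO wells and 100% = ciprofloxacin 0.95 µg/ml wells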
# Tat transport: blocks Tat-dependent protein export in E. coli. 340,000 compounds, 0.036% hits. inhibition, % at 10 µM. E. coli MC4100 TorA-mCherry Tat export, fluorescence;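 active = mean replicate inhibition at least 50% and at least half of replicates individually reaching 50%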;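 also: exported cargo escapes ClpAP degradation while cytoplasmic cargo is degraded and loses fluorescence; 0% = median of neutral control wells and 100% = median of NaSCN control wells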
# PKA-R1A act: activators of PKA-R1A complex. P00514+P68181. PKA-R1A dissociation, Cy5-IP20 fluorescence polarization; scaled: DMSO 0%, 113 µM cGMP 100%. activation, % at 11.4 µM. 340,000 compounds, 0.083% hits. AID 504707;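 active = percent activation above the mean of all tested compounds plus 3 SD, cut at about 19% in these data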;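 also: higher means more PKAc released from R1A so a rise in polarization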
# SUMO Mot1 rescue: blocks SUMOylation pathway, rescuing yeast Mot1-301 growth. S. cerevisiae Mot1-301 growth rescue, ATP luminescence, 38.5C; percent above DMSO median, 100 means doubled. growth rescue, % at 18.8 µM. 320,000 compounds, 1% hits;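 active = every valid replicate shows activation above 250% relative to neutral control wells; inactive = the rest, any valid replicate at or below 250%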;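 also: OY570 slx delta 5 strain wells were the positive control but not used for scaling; some compounds called inactive have numbers as strong as hits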
# AddAB inh: less growth of phage-infected E. coli with AddAB; E. coli expressing H. pylori AddAB, absorbance growth; inhibition, % at 11.9 µM; 330,000 compounds, 0.29% hits; in the data active = inhibition above about 12%;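 also: 0% = vehicle wells of infected cells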
# DSG3 Ab inh: inhibitors of pemphigus antibody binding to human desmoglein-3; P32926; DSG3-coupled beads, scFv-anti-DSG3-GFP binding, flow cytometry; hits give low values; binding (percent of control), % at 10 µM; 310,000 compounds, 0.48% hits; AID 588358;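 active = binding more than 3 SD below its plate's average and above zero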;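 also: hits lower antibody fragment binding to DSG3; some compounds called inactive have numbers as strong as hits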
# Target sequence (P32926 whole entry, looked up, the tested form may be a part): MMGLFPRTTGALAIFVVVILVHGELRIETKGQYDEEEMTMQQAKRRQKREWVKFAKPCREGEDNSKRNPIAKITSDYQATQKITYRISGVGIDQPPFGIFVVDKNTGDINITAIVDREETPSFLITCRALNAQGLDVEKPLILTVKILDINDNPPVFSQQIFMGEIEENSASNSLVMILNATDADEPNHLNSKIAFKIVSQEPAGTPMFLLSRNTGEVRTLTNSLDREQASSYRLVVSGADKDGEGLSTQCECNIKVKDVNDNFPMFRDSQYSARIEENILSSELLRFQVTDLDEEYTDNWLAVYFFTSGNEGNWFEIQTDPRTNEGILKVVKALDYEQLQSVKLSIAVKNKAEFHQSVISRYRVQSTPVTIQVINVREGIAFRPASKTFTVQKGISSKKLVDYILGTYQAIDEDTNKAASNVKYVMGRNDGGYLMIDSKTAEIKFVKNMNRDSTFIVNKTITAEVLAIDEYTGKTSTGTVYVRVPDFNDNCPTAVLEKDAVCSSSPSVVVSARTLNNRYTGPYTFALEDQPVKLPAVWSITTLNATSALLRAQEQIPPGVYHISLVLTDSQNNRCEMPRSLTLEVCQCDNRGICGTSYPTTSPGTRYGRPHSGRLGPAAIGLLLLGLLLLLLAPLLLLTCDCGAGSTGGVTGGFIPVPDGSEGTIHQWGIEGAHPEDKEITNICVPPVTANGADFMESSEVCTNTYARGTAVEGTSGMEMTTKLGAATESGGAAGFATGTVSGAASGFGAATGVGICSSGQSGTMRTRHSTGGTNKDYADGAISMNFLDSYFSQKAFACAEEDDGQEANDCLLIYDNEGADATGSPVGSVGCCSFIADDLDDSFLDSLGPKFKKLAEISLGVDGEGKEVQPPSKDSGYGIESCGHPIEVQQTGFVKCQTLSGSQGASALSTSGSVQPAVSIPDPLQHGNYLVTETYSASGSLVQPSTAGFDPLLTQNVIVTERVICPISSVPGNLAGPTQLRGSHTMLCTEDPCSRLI
# OPRM1-OPRD1 ag: OPRM1-OPRD1 heterodimerization agonism. AID 504326. activation, % at 9.3 µM. P35372+P41143. 340,000 compounds, 0.3% hits. cells, luminescence; in the data active = activation above about 18%;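 also: 0% = vehicle-treated cells and 100% = reference agonist; values of inactives mirror those of a sister screen read the other way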
# phage Ecoli inh: E. coli growth loss with phage present | growth absorbance | inhibition, % at 11.9 µM | 360,000 compounds, 0.26% hits | AID 651602; in the data active = inhibition above about 11%
# MOR-DOR inv ag: inverse agonists of human mu-delta opioid receptor heterodimerization; cell-based MOR-DOR heterodimer luminescence, inverse agonism; 340,000 compounds, 0.21% hits; AID 504357; P35372+P41143; inhibition, % at 9.3 µM; in the data active = inhibition above about 22%, passing the limit was not always enough;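 also: 0% = cells with DMSO and 100% = wells without cells with DMSO; values of inactives mirror those of a sister screen read the other way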
# PfHsp90 yeast 2: reduces growth (ATP signal) of yeast expressing P. falciparum Hsp90. AID 504621. 310,000 compounds, 0.32% hits. inhibition, % at 9.4 µM. S. cerevisiae expressing PfHsp90, BacTiter-Glo ATP, 48 h; yeast lacking PDR1 and PDR3 efflux regulators;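 active = every replicate shows inhibition above about 80%, whatever the replicate mean, limit read from the data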;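 also: 0% = DMSO neutral controls and 100% = 20 µM radicicol positive controls; yeast relying on Plasmodium falciparum Hsp90 in place of its own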
# * hit, by the source's call; nt = not tested or not shown. Outcome played no part in choosing rows; overall some 2.8% were active at least once.
no.	SMILES	phage Ecoli inh	E coli growth	Arrestin-AP2 inh	DSG3 Ab inh	SUMO Mot1 rescue	Tat transport	PKA-R1A act	OPRM1-OPRD1 ag	MOR-DOR inv ag	PfHsp90 yeast 2	AddAB inh
1	CCN(CC)c1ccc(NC(=O)C2CCCC2)cc1	-0.7	-2.1	31	101	-8	-4	1	0.3	-1	3	2.6
2	CS(=O)(=O)c1nc(S(=O)(=O)c2ccc(Cl)cc2)c(N2CCCCCC2)s1	-0.2	1.4	-8	101	-5	-5	-16	-2.3	12	-2	0.8
3	C[C@H](NC(=O)c1ccco1)C(=O)NCCc1ccc(S(N)(=O)=O)cc1	3.1	4.0	-2	86	5	-1	-8	-0.5	3	10	2.9
4	Cc1cc(C)c2c(-n3cccc3)c(C(=O)O)sc2n1	1.4	1.2	-1	99	-4	-8	-5	-0.8	4	-1	2.1
5	Cc1ccccc1C1(CCN2CCCCC2)CCOC(C)(C)C1 (stereo unspecified)	-0.2	1.7	-1	nt	7	-1	-4	0.0	0	-11	4.3
6	CCOc1cc(N2CCOCC2)c(OCC)cc1NC(=O)c1ccco1	3.4	1.8	1	93	2	4	-8	-2.6	14	6	2.7
7	Cc1ccc2c(c1)NC(=O)C(CC(=O)NCCCN1CCCC1)O2 (stereo unspecified)	1.8	0.0	-3	104	-7	0	0	-1.3	7	nt	2.5
8	COc1ccccc1NC(=O)c1ccc(NC(=O)CN2CCCCC2)cc1	1.3	-0.2	8	114	11	-2	-10	-0.8	4	5	0.5
9	CCOc1ccc(S(=O)(=O)n2cnc3cc(C)c(C)cc32)cc1	-0.2	0.9	29	123	5	6	-5	-0.8	5	-11	0.2
10	COCCCn1c2nc3ccccc3nc2c2c(=O)n(CC3CCCO3)cnc21 (stereo unspecified)	2.3	-0.1	19	93	287	0	4	-1.2	7	13	2.7
11	Cc1ccc2nc(-c3cccc(NS(C)(=O)=O)c3)cc(-c3ccccc3)c2c1	-0.2	-1.6	1	101	6	5	-6	5.2	-29	100*	1.2
12	Cc1ccc(NC(=O)C2CCCN(S(=O)(=O)c3cccc4nonc34)C2)cc1 (stereo unspecified)	5.0	1.6	32	nt	-1	2	0	-2.6	14	11	5.9
13	COc1ccc(CCCC(=O)O)c(C)c1	3.1	-2.4	2	nt	-12	0	-6	0.1	0	7	0.0
14	Oc1cc(NCc2ccc(F)cc2)cc2cccnc12	0.6	-1.8	-6	102	11	5	-6	1.8	-10	17	-2.4
15	CC(=O)Nc1ccc(S(=O)(=O)N2CN(c3ccc(C)cc3)c3nc4ccccc4nc32)cc1	0.9	1.2	-4	107	10	5	-3	-1.7	9	-11	-0.2

# Fetched by structure from the entries so far (2):
no.	SMILES	phage Ecoli inh	E coli growth	Arrestin-AP2 inh	DSG3 Ab inh	SUMO Mot1 rescue	Tat transport	PKA-R1A act	OPRM1-OPRD1 ag	MOR-DOR inv ag	PfHsp90 yeast 2	AddAB inh
2	CS(=O)(=O)c1nc(S(=O)(=O)c2ccc(Cl)cc2)c(N2CCCCCC2)s1	-0.2	1.4	-8	101	-5	-5	-16	-2.3	12	-2	0.8
10	COCCCn1c2nc3ccccc3nc2c2c(=O)n(CC3CCCO3)cnc21 (stereo unspecified)	2.3	-0.1	19	93	287	0	4	-1.2	7	13	2.7

# (continued)
no.	SMILES	phage Ecoli inh	E coli growth	Arrestin-AP2 inh	DSG3 Ab inh	SUMO Mot1 rescue	Tat transport	PKA-R1A act	OPRM1-OPRD1 ag	MOR-DOR inv ag	PfHsp90 yeast 2	AddAB inh
16	COc1ccc(N2CC(C(=O)Nc3nc4ccc(F)cc4s3)CC2=O)c(OC)c1 (stereo unspecified)	-0.2	-0.3	-1	113	17	-2	-17	-0.9	5	-3	4.6
17	NC(=O)c1ccccc1N/C=C/C(=O)c1ccc(Cl)cc1Cl	1.3	nt	16	104	nt	8	-8	1.9	-10	-2	nt
18	CCOC(=O)C1=C(CN2CC(C)CC(C)C2)NC(=O)NC1c1ccc2c(c1)OCO2 (stereo unspecified)	1.1	-2.9	-25	122	-4	3	-11	26*	-137	nt	-0.1
19	CC(=O)Cc1nsc(NC(=O)c2ccc(-c3cccc(C(F)(F)F)c3)o2)n1	2.7	-1.8	-2	nt	26	18	-3	-3.3	20	-5	0.0
20	Cc1oc2nc(SCC(=O)N3CCCCC3)nc(N)c2c1C	3.9	-1.6	2	96	-14	7	-5	-1.4	8	0	-0.8
21	CC1CCC(NC(=O)c2cc(S(=O)(=O)N3CCCCC3)ccc2N2CCOCC2)CC1 (stereo unspecified)	-0.3	-3.0	-7	107	2	-2	-6	-0.7	3	nt	-0.1
22	COc1ccccc1CNC(=O)CSC1=NCCS1	2.0	0.9	18	104	-2	-4	0	-3.9	19	-3	1.2
23	CCOC(=O)C1=C(Cc2ccc(OC)cc2)C(=O)c2ccccc2C1=O	nt	nt	55*	99	nt	6	-5	11	-59	1	nt
24	Cn1ncc(C(N)=O)c1NC(=S)NC(=O)c1ccc(Br)o1	1.6	-1.9	-5	99	0	-8	-10	-3.2	18	15	-0.6
25	CC1CC(C)CN(S(=O)(=O)c2ccc(C(=O)N3CC(C)OC(C)C3)cc2)C1 (stereo unspecified)	-0.2	1.6	7	101	15	3	-2	-1.8	10	-2	2.7
26	Cc1nn(Cc2ccccc2Cl)c(Cl)c1C(=O)NCCc1ccccc1	5.0	-0.5	-4	88	-7	4	0	1.4	-8	-7	-0.5
27	Cc1cccc(C)c1NC(=O)CCCCCC1NC(=O)NC1C (stereo unspecified)	2.4	-0.5	23	101	21	4	-4	-2.6	13	-15	2.4
28	CCOCCCNC(=O)CN1C(=O)/C(=C/c2ccccc2C)Sc2ccccc21	4.1	-0.6	-4	92	-13	13	2	1.6	-10	nt	3.4
29	O=C(CNC(=O)c1cccc(Cl)c1)NCC(c1cccs1)N1CCOCC1 (stereo unspecified)	0.1	0.5	51	89	0	-13	6	0.1	0	3	0.8
30	COC(=O)c1ccc(CSc2ccc3nnc(-c4ccccc4)n3n2)o1	nt	0.4	-5	100	-8	5	-3	-1.5	8	-16	-1.8
31	CCc1nn2c(=O)cc(COC(=O)c3ccc(SC)cc3OC)nc2s1	0.6	1.9	-3	105	26	-3	11	-0.8	4	nt	0.3
32	COc1cccc(N(CC(=O)NC2CCCCC2)C(=O)CCC(=O)Nc2nccs2)c1	1.5	1.8	4	112	-25	-2	2	-0.8	5	-32	3.1
33	COc1ccc(N(CC(=O)Nc2ccc3c(c2)OCO3)S(=O)(=O)c2ccccc2)cc1OC	0.8	1.3	-1	98	-11	-3	-7	-3.1	17	-47	0.6
34	COC(=O)c1sc2ccccc2c1-n1cccc1C(=O)C(=O)Nc1ccc(C)cc1	-1.4	0.8	-5	nt	-10	2	-10	1.1	-5	-31	1.3
35	Cc1cccc(OCC(=O)Nc2cc(S(=O)(=O)N3CCCCC3)ccc2N2CCN(C)CC2)c1	2.2	1.6	-1	94	5	3	10	-1.8	9	22	-2.1
36	CN(C)CCNC(=O)c1ccc2c(c1)NC(=O)c1ccccc1S2	-0.7	-0.6	-5	93	336*	4	-3	-1.2	6	-16	-1.1
37	O=C(c1ccc(OC2CCN(Cc3ccccn3)CC2)cc1)N1CCCCCC1	0.8	-1.8	30	114	7	4	5	-0.6	3	19	1.7
38	O=C1CC(C(=O)Nc2ccc(Cl)cc2)n2ncnc2N1 (stereo unspecified)	-0.5	-1.9	38	-8.7*	2	-1	-7	-2.6	12	-14	0.4
39	CC1(C)Cc2c(c(N3CCOCC3)nc3sc(C(=O)Nc4ccccc4)c(N)c23)CO1	-0.1	-1.3	-7	98	8	-3	-9	-0.9	5	3	0.9
40	O=S(=O)(Nc1ccc(N=Nc2ccccc2)cc1)c1ccccc1	3.7	-0.5	-4	100	13	12	-12	0.4	-2	-35	0.0
41	O=C(Nc1ccc(N2CCOCC2)cc1)c1cccc(S(=O)(=O)N2CCCCCC2)c1	3.7	-0.8	7	100	nt	3	-4	0.7	-3	2	2.0
42	COc1ccc(C(=O)N(Cc2nc(-c3ccc(C)cc3)no2)C(C)C)cc1OC	2.8	-0.4	11	95	190	-16	1	-3.1	17	0	1.2
43	Cc1ccc(/C=C/C(=O)Nc2sc(C)c(C)c2C(=O)OC(C)C)o1	-2.0	-1.0	5	114	0	-4	-5	-0.8	4	-97	3.0
44	COc1ccc(NS(=O)(=O)c2cccc(C(=O)NCC(c3ccco3)N3CCCCC3)c2)cc1 (stereo unspecified)	-0.1	1.6	59*	105	-15	-6	1	1.4	-9	8	0.5
45	CCC1CCCCN1CCCNC(=O)CNC(=O)c1nn(-c2ccc(OC)c(Cl)c2)c(=O)c2ccccc12 (stereo unspecified)	-1.1	-3.8	-7	nt	4	-4	-11	-0.7	5	3	-2.5
46	Cc1nnc(NC(=O)c2ccc(N3CCCC3=O)cc2)s1	5.7	nt	1	96	nt	-3	-11	-0.8	4	-40	nt
47	CN1CCN(C(=O)c2ccc(-n3cccn3)nc2)CC1	2.9	0.4	14	100	-15	-9	-12	-2.3	13	15	-1.4
48	COC(=O)COc1ccc(C2NC(=O)NC(C)=C2C(=O)NCc2ccccc2)cc1OC (stereo unspecified)	1.1	4.0	-8	102	-13	-2	-10	-1.8	10	-8	1.0
49	C(CCCN1CCCCC1)CCN1CCCCC1	1.2	0.5	3	110	7	-6	16	0.8	-4	2	0.0
50	O=C(C1=C(O)C(=O)N(CCN2CCOCC2)C1c1cccc([N+](=O)[O-])c1)c1cccs1 (stereo unspecified)	0.9	-2.5	32	98	-5	7	-1	-3.8	20	11	-1.7
51	CC(CN1CCCCC1)OC(=O)COc1ccc(Br)cc1 (stereo unspecified)	0.0	1.0	30	103	7	-6	2	0.1	-1	13	3.4
52	CCOC(=O)c1c(C)[nH]c(C(=O)COC(=O)c2[nH]c(C)c(C(C)=O)c2C)c1C	1.7	-2.7	4	97	22	8	-6	12	-63	nt	-0.2
53	O=C(CCC1CCCN(Cc2ccc3c(c2)CCO3)C1)NCc1ccc(F)c(F)c1 (stereo unspecified)	2.5	1.1	-6	102	0	1	-11	-1.1	8	11	1.4
54	C=CCNC(=O)C1CC(=O)N(c2ccc(OCC(=O)N3CCCC3)cc2)C1 (stereo unspecified)	-0.2	0.4	-1	102	6	-1	-1	0.3	-2	-3	2.0
55	CCCCN(CC)CCNC(=O)Cn1cnc2sc(C)c(S(=O)(=O)N3CCOCC3)c2c1=O	-0.6	0.2	0	nt	-11	-5	-9	-0.7	4	6	0.7
56	CCOc1cc2[nH]c(=S)n(Cc3ccc(C(=O)O)cc3)c(=O)c2cc1OCC	2.0	nt	-20	94	9	-2	1	-0.5	3	-13	nt
57	COc1ccc(/C=N/NC(=O)c2cc(OC)c(OC)c(OC)c2)cc1CN1CCc2cc(OC)c(OC)cc2C1C (stereo unspecified)	4.5	1.0	13	87	80	0	4	3.1	-14	11	-2.1
58	Cc1ccccc1NC(=O)Cn1nnc2ccccc21	3.4	0.8	3	113	-4	7	-2	-0.3	1	-11	4.8
